Screens deposited in PubChem BioAssay by several laboratories.
TROY signal inh: inhibitors of TROY-dependent NF-kB signaling; Q293 LMP1-TROYcd NF-kB luciferase reporter, 4 h; inhibition, % at 10 µM; actives 0.98% (n = 360,000); AID 1347056;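 active means compounds whose plate-normalised and pattern-corrected inhibition of the luciferase reporter signal at the single screening dose is 50% or more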
SRC2 inh: human SRC2 (NCOA2) inhibition. HEK293 GAL4-SRC2 luciferase reporter, luminescence. inhibition, % at 9 µM. actives 0.17% (n = 370,000);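 active means inhibition above the mean inhibition of all tested compounds plus 3 SD, set per campaign, cut at about 52% in these data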;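 further: 0% = DMSO treated cells and 100% = cells given Gossypol at 36 µM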
Target sequence (Q15596 whole entry, looked up, the tested form may be a part): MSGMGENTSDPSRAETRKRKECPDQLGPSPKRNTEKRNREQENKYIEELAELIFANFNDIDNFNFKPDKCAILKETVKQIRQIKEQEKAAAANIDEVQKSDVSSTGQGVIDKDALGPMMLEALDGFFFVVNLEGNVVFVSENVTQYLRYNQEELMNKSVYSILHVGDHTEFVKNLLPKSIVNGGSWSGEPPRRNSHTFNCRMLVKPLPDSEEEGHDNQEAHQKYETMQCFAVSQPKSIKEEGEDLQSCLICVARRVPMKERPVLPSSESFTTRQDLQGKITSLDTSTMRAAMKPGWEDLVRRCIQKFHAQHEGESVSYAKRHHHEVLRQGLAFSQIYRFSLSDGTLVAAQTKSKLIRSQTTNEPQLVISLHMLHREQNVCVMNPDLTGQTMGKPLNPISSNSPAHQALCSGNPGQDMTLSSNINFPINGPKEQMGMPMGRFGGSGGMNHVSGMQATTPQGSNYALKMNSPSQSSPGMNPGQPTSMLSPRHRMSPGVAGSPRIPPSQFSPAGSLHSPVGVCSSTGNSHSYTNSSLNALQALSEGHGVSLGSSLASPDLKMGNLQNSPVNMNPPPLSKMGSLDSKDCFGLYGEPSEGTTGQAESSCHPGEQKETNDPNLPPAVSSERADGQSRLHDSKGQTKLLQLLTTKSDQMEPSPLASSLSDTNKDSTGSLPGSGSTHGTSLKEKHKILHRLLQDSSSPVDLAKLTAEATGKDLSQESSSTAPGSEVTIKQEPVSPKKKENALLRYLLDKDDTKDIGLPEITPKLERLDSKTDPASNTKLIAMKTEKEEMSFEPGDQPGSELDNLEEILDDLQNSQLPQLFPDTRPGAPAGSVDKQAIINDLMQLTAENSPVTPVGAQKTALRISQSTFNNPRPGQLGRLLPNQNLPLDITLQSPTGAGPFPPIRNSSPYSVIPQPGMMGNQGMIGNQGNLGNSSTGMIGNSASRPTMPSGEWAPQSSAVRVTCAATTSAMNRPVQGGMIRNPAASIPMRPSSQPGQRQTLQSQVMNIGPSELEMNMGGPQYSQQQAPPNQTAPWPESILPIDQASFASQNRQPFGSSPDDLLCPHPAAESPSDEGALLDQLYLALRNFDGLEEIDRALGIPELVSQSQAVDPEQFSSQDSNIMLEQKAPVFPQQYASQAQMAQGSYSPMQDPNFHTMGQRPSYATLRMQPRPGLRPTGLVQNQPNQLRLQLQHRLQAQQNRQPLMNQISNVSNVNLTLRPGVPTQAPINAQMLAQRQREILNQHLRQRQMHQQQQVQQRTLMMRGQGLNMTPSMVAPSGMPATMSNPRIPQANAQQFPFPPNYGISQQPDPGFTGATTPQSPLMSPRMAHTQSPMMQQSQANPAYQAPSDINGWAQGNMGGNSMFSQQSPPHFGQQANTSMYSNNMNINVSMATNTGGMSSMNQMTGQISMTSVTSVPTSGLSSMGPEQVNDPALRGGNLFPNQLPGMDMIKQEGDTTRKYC
COUP-TFII inh: blocks human COUP-TFII nuclear receptor; P24468; HEK293T NGFI-A luciferase reporter, luminescence; AID 686940; actives 0.7% (n = 370,000); inhibition, % at 8.6 µM;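 active means inhibition above a per-plate cutoff, mean inhibition of test wells between control levels plus 3 SD, cut at about 38% in these data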;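 further: cells cotransfected with COUP-TFII expression vector driving the NGFI-A reporter; 0% = median of COUP-TF2 test wells and 100% = reporter-only cells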
LRH-1 inv ag: suppresses constitutive activity of human LRH-1; O00482; HEK293T StAR-luciferase reporter, LRH-1 transfected, 24 h; inhibition, % at 3.6 µM; actives 0.13% (n = 360,000); AID 602396;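 active means inhibition above the mean inhibition of all tested compounds plus 3 SD, cut at about 73% in these data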;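 further: 0% = DMSO wells and 100% = reporter-only cells lacking LRH-1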
NCOA3 inh: inhibits human SRC3 coactivator | actives 0.17% (n = 360,000) | HEK293 GAL4-SRC3 luciferase reporter, luminescence | inhibition, % at 3.6 µM;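 active means inhibition above a per-campaign cutoff, the mean of all compounds plus 3 SD, cut at about 60% in these data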;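 further: 0% = DMSO-treated cells and 100% = gossypol-treated cells at 36 µM; higher means less SRC3-driven luciferase light from the GAL4 reporter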
Vif imaging: HIV Vif inhibition; HEK293T cells, Vif self-association by quenched fluorescence, imaging, 24 h; inhibition, % at 7.49 µM; actives 0.35% (n = 340,000); AID 602346; in the data active means inhibition above about 50%, passing the limit was not always enough; further: some results filed as inactive read as strong as hits
NOD2-RIPK2 inh: inhibitors of human NOD2-RIPK2 interaction; O43353; CHO BLA complementation NOD2-RIPK2, CCF4 ratio; inhibition, % at 4.98 µM; actives 0.38% (n = 360,000); AID 624267; in the data active means inhibition above about 21%;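 further: 0% = vehicle only and 100% = reference blocker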
NCOA1 inh: inhibits human SRC1 coactivator. inhibition, % at 3.6 µM. HEK293 GAL4-SRC1 luciferase reporter, luminescence. actives 0.12% (n = 360,000). Q15788;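 active means inhibition above the campaign mean plus 3 SD, with each screening campaign given its own cutoff, cut at about 60% in these data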;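 further: 0% = DMSO treated cells and 100% = gossypol at 36 µM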
C8 TRAIL sens: sensitizes caspase-8 expressing cells to TRAIL | actives 1% (n = 360,000) | NB7+C8 cells + TRAIL, ATPlite viability luminescence | inhibition (viability loss, TRAIL sensitization), % at 10 µM;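 active means compounds causing at least 50% loss of cell viability in the single-dose screen, relative to plate controls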
EBV LMP1 NFkB: inhibitors of Epstein-Barr LMP1-induced NF-kappaB reporter; actives 0.69% (n = 350,000); LMP1-induced NF-kappaB luciferase reporter cells, luminescence; inhibition, % at 12.5 µM; in the data active means inhibition above about 41%;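 further: 0% = neutral control wells and 100% = reference inhibitor control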
TLR9-MyD88 inh: TLR9-MyD88 interaction inhibition; Q9NR96+Q99836; CHO BLA complementation TLR9-MyD88, CCF4 FRET ratio; actives 0.21% (n = 340,000); inhibition, % at 4.98 µM; AID 504734;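 active means inhibition above the mean over all tested compounds plus 3 SD, cut at about 21% in these data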;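 further: 0% = DMSO only wells and 100% = clavulanate BLA inhibitor control wells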
* marks the source's active call; other numbers are inactive results. Not all compounds are listed; rates above refer to the full screens.

For Cc1cccc(C(=O)N/N=C2\CS(=O)(=O)N(C)c3ccsc32)c1 the results were TROY signal inh -4.5, SRC2 inh 3.2, COUP-TFII inh -12.0, LRH-1 inv ag 15.0, NCOA3 inh 0.6, Vif imaging -4.6, NOD2-RIPK2 inh -17.6, NCOA1 inh -13.3, C8 TRAIL sens 10.6, EBV LMP1 NFkB 13.6 and TLR9-MyD88 inh -0.8.
O=C(Nc1ccc(S(=O)(=O)Nc2ncccn2)cc1)c1ccccc1Br was read as TROY signal inh 4.3, SRC2 inh -3.8, COUP-TFII inh 2.2, LRH-1 inv ag 9.8, NCOA3 inh 14.2, Vif imaging -2.5, NOD2-RIPK2 inh -17.7, NCOA1 inh 11.3, C8 TRAIL sens -2.8, EBV LMP1 NFkB -9.8 and TLR9-MyD88 inh 4.0.
`CCc1nc2ccccc2n1Cc1cc(=O)n2cc(C)ccc2n1` gave TROY signal inh 14.2, SRC2 inh 9.4, COUP-TFII inh 2.9, LRH-1 inv ag -16.8, NCOA3 inh 13.6, NOD2-RIPK2 inh -9.0, NCOA1 inh -27.2, C8 TRAIL sens -11.0, EBV LMP1 NFkB -9.3 and TLR9-MyD88 inh 5.1.
`COc1ccc(-c2sccc2C(C)C(=O)O)cc1` (stereo not drawn) gave TROY signal inh 12.9, SRC2 inh 1.4, COUP-TFII inh 9.4, LRH-1 inv ag -4.3, NCOA3 inh 10.1, Vif imaging -5.6, NOD2-RIPK2 inh -5.9, NCOA1 inh 9.4, C8 TRAIL sens -14.0, EBV LMP1 NFkB 0.1 and TLR9-MyD88 inh -6.8.
O=C(NC1CCCCC1)c1cc(-c2ccco2)on1 was read as TROY signal inh -69.2, SRC2 inh -95.5, COUP-TFII inh -59.2, LRH-1 inv ag -181.3, NCOA3 inh -79.4, Vif imaging 20.3, NOD2-RIPK2 inh 0.1, NCOA1 inh -97.3, C8 TRAIL sens 11.6, EBV LMP1 NFkB -24.2 and TLR9-MyD88 inh -2.8.
Cc1ccc(-n2c(C)nnc2SCC(=O)N2CCOCC2)cc1 was read as TROY signal inh -2.4, SRC2 inh 4.9, COUP-TFII inh 3.6, LRH-1 inv ag 12.8, NCOA3 inh 5.9, Vif imaging -6.1, NOD2-RIPK2 inh -7.6, NCOA1 inh -72.0, C8 TRAIL sens -6.9, EBV LMP1 NFkB -6.5 and TLR9-MyD88 inh -6.1.
For CC(=O)N1CCN(S(=O)(=O)c2cccc(C(=O)OCc3ccc(C(C)(C)C)cc3)c2)CC1 the results were TROY signal inh 40.4, SRC2 inh -6.2, COUP-TFII inh 26.4, LRH-1 inv ag -22.8, NCOA3 inh 1.5, Vif imaging -6.2, NOD2-RIPK2 inh 11.3, NCOA1 inh -4.8, C8 TRAIL sens 17.0, EBV LMP1 NFkB 20.2 and TLR9-MyD88 inh -3.2.
CC(C)c1c(O)nc(SCCC(=O)O)[nH]c1=O was read as TROY signal inh -23.3, SRC2 inh -14.1, COUP-TFII inh -21.6, LRH-1 inv ag 9.1, NCOA3 inh -10.9, Vif imaging 3.9, NOD2-RIPK2 inh 0.5, NCOA1 inh -14.1, C8 TRAIL sens -11.4, EBV LMP1 NFkB -6.9 and TLR9-MyD88 inh 0.6.
Fc1cccc(C2NN=C(c3ccccc3)S2)c1 (stereo not drawn) was read as TROY signal inh 4.8, SRC2 inh -58.2, COUP-TFII inh -49.6, LRH-1 inv ag -169.4, NCOA3 inh -97.7, Vif imaging 9.2, NOD2-RIPK2 inh 5.0, NCOA1 inh -87.6, C8 TRAIL sens 55.0*, EBV LMP1 NFkB 4.6 and TLR9-MyD88 inh 5.8.
Cc1csc(CN(C)C(=O)C2CCC(=O)N(CCN(C)C)C2)n1 (stereo not drawn) was read as TROY signal inh -21.2, SRC2 inh 5.7, COUP-TFII inh 1.2, LRH-1 inv ag -11.3, NCOA3 inh 10.1, Vif imaging -2.8, NOD2-RIPK2 inh -6.6, NCOA1 inh 12.1, C8 TRAIL sens -11.6, EBV LMP1 NFkB -7.9 and TLR9-MyD88 inh -3.8.
`Cc1ccc2cccc(OCC(=O)N3CC(C)CC(C)C3)c2n1` (stereo not drawn) gave TROY signal inh 7.9, SRC2 inh -61.4, COUP-TFII inh -6.7, LRH-1 inv ag 5.4, NCOA3 inh 18.4, Vif imaging -3.1, NOD2-RIPK2 inh -1.1, NCOA1 inh 14.2, C8 TRAIL sens 2.5, EBV LMP1 NFkB -5.3 and TLR9-MyD88 inh -5.4.
Screening O=C(O)CCC(=O)N1N=C(c2ccccc2)CC1c1ccc(Br)cc1 (stereo not drawn) returned TROY signal inh -18.1, SRC2 inh -0.5, COUP-TFII inh -11.0, LRH-1 inv ag 1.0, NCOA3 inh 13.4, Vif imaging 3.8, NOD2-RIPK2 inh -0.8, NCOA1 inh 1.8, C8 TRAIL sens -4.3, EBV LMP1 NFkB -6.5 and TLR9-MyD88 inh -2.5.
`CCOc1ncccc1C(=O)OCC(=O)NCCCc1ccccc1` gave TROY signal inh 0.0, SRC2 inh 8.8, COUP-TFII inh 9.9, LRH-1 inv ag 13.6, NCOA3 inh 6.9, Vif imaging 4.9, NOD2-RIPK2 inh 0.2, NCOA1 inh 1.5, C8 TRAIL sens 15.2, EBV LMP1 NFkB -5.9 and TLR9-MyD88 inh 0.6.
Screening Cn1c(Nc2cccc(Cl)c2)nc2ccccc21 returned TROY signal inh -10.2, SRC2 inh -29.4, COUP-TFII inh -32.2, LRH-1 inv ag -67.2, NCOA3 inh -33.5, Vif imaging 1.0, NOD2-RIPK2 inh -8.5, NCOA1 inh -17.2, C8 TRAIL sens 12.9, EBV LMP1 NFkB -23.5 and TLR9-MyD88 inh -0.8.
COc1ccccc1C(=O)NC(=S)Nc1cc(C(=O)O)ccc1C was read as TROY signal inh 11.3, SRC2 inh 17.0, COUP-TFII inh -12.7, LRH-1 inv ag -18.4, NCOA3 inh 8.3, Vif imaging -2.9, NOD2-RIPK2 inh -7.9, NCOA1 inh -9.7, C8 TRAIL sens 3.5, EBV LMP1 NFkB -23.5 and TLR9-MyD88 inh -11.4.
`O=C(c1cc([N+](=O)[O-])ccc1Cl)N1CCN(c2ccccc2)CC1` gave TROY signal inh -8.6, SRC2 inh -14.2, COUP-TFII inh -1.1, LRH-1 inv ag 2.6, NCOA3 inh 11.6, Vif imaging 6.2, NOD2-RIPK2 inh -1.1, NCOA1 inh -3.4, C8 TRAIL sens -2.6, EBV LMP1 NFkB 2.3 and TLR9-MyD88 inh -11.3.
Screening COc1ccccc1-c1cccc([C@@H]2C[C@H]3[C@H](CON3C)CN2C(=O)C(C)(C)C)c1 returned TROY signal inh -8.2, SRC2 inh -3.3, COUP-TFII inh -9.3, LRH-1 inv ag 14.2, NCOA3 inh 11.7, NOD2-RIPK2 inh 5.5, NCOA1 inh 7.4, C8 TRAIL sens -19.1, EBV LMP1 NFkB -0.9 and TLR9-MyD88 inh -18.6.
O=[N+]([O-])c1ccc(NC(=S)N2CCN(c3ccccn3)CC2)cc1 was read as TROY signal inh -11.8, SRC2 inh -8.2, COUP-TFII inh 6.7, LRH-1 inv ag -1.0, NCOA3 inh -8.6, Vif imaging -1.9, NOD2-RIPK2 inh -0.8, NCOA1 inh -7.7, C8 TRAIL sens -26.9, EBV LMP1 NFkB -0.6 and TLR9-MyD88 inh -1.7.
Screening CN(C)CCSc1nc(N)c2c3c(sc2n1)COC(C)(C)C3 returned TROY signal inh 1.4, LRH-1 inv ag 0.6, NCOA3 inh 17.9, Vif imaging -7.7, NOD2-RIPK2 inh 0.5, NCOA1 inh -1.9, C8 TRAIL sens -16.3, EBV LMP1 NFkB -10.9 and TLR9-MyD88 inh 0.2.
For CCCCC(=O)N(C)c1c(C)nc2ccc(C(=O)N(C)CCN(C)C)cn12 the results were TROY signal inh -4.1, SRC2 inh -8.6, COUP-TFII inh -2.8, LRH-1 inv ag -4.8, NCOA3 inh -5.0, Vif imaging -1.1, NOD2-RIPK2 inh -3.8, NCOA1 inh 0.0 and C8 TRAIL sens -4.9.
O=C1CSC(c2ccccn2)N1c1ccc(F)cc1F (stereo not drawn) was read as TROY signal inh -11.6, SRC2 inh 6.6, COUP-TFII inh 3.3, LRH-1 inv ag -4.0, NCOA3 inh 18.7, Vif imaging -7.0, NOD2-RIPK2 inh -0.7, NCOA1 inh -23.3, C8 TRAIL sens -1.6, EBV LMP1 NFkB -3.9 and TLR9-MyD88 inh 7.6.
Cc1ccc(NS(=O)(=O)c2c(C)noc2C)cc1 was read as TROY signal inh -15.4, SRC2 inh 12.2, COUP-TFII inh 4.0, LRH-1 inv ag 3.1, NCOA3 inh 4.2, Vif imaging 22.5, NOD2-RIPK2 inh -6.2, NCOA1 inh 11.2, C8 TRAIL sens 12.5, EBV LMP1 NFkB 0.3 and TLR9-MyD88 inh -0.1.
`Cc1csc(NC(=O)c2ccc(C)c([N+](=O)[O-])c2)n1` gave TROY signal inh 16.8, SRC2 inh -0.2, COUP-TFII inh -40.8, LRH-1 inv ag -110.1, NCOA3 inh -57.5, Vif imaging 5.0, NOD2-RIPK2 inh -1.8, NCOA1 inh -82.6, C8 TRAIL sens 9.1, EBV LMP1 NFkB -17.5 and TLR9-MyD88 inh 3.0.
Cc1ccccc1CNC(=O)CCNS(=O)(=O)c1ccc(OC(F)(F)F)cc1 was read as TROY signal inh -6.7, SRC2 inh 11.3, COUP-TFII inh 6.5, LRH-1 inv ag 6.3, NCOA3 inh 5.9, Vif imaging -1.6, NOD2-RIPK2 inh -1.9, NCOA1 inh -10.9, C8 TRAIL sens -11.4, EBV LMP1 NFkB 4.9 and TLR9-MyD88 inh 1.0.
Screening Cc1nc(SCCCSc2n[nH]c(C)n2)n[nH]1 returned SRC2 inh 0.3, COUP-TFII inh 3.6, LRH-1 inv ag 6.8, NCOA3 inh -8.2, Vif imaging 44.4, NOD2-RIPK2 inh -4.6, NCOA1 inh 23.4, C8 TRAIL sens -9.4, EBV LMP1 NFkB -2.7 and TLR9-MyD88 inh -5.4.
For CC(C)(C)SCCNC(=O)c1ccccc1 the results were TROY signal inh -53.1, SRC2 inh -93.2, COUP-TFII inh -28.4, LRH-1 inv ag -80.2, NCOA3 inh -37.1, Vif imaging -2.5, NOD2-RIPK2 inh -3.4, NCOA1 inh -44.4, C8 TRAIL sens -6.0, EBV LMP1 NFkB -14.2 and TLR9-MyD88 inh -5.9.
Screening O=C(c1ccc(Cl)c(S(=O)(=O)N2CCCCC2)c1)N1CCN(c2ccccc2)CC1 returned TROY signal inh 25.9, SRC2 inh -18.8, COUP-TFII inh 36.8, LRH-1 inv ag 12.6, NCOA3 inh 30.4, Vif imaging -14.5, NOD2-RIPK2 inh -3.1, NCOA1 inh -5.0, C8 TRAIL sens 8.9, EBV LMP1 NFkB 15.6 and TLR9-MyD88 inh -0.1.
For CC(C)C[C@H]1CN(CCCC[C@H]2CNC(=O)C(=O)N2CCC2CCCCC2)C(=O)C(=O)N1CCc1ccccc1 the results were TROY signal inh -3.5, SRC2 inh -3.5, COUP-TFII inh 13.8, LRH-1 inv ag 9.7, NOD2-RIPK2 inh -1.4 and C8 TRAIL sens 10.8.
